mHtt clearance = compounds clearing mutant huntingtin protein; inhibition, % at 1.5 µM; HeLa Exon1htt(103Q)mCFP, aggregate imaging; zero = plate's median compound well; AID 853; 47,000 compounds, 0.42% hits;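 active means inhibition of aggregate fluorescence above about 70%, also judged a hit by eye on the cell image, limit read from the data, passing the limit was not always enough; inconclusive means no rule stated for this call; inactive means not judged a hit on image review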;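 further: cells exposed to compound for three days before fixation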
mHtt clearance grain fraction = also measured in mHtt clearance; calls as there; fraction fluorescence in grains; measured here: aggregate grain fluorescence fraction; stronger effect = lower value;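 scaled fraction of total cell fluorescence in grains with unit not stated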
* marks the source's active call; other numbers are inactive results; ? = inconclusive; / = not tested or not shown. A portion of the library; rates above refer to the full screens.

1: COc1ccc(C(=O)NCC(c2cccnc2)N2CCN(c3ccccc3OC)CC2)cc1OC (stereo not given)
2: O=C(c1ccco1)N1CCN(C(c2ccccc2Cl)c2nnnn2Cc2cccs2)CC1 (stereo not given)
3: CCc1nc(SCc2cc(Cl)ccc2OC)n[nH]1
4: Cc1cccc2cc(CN(Cc3ccco3)C(=O)c3ccncc3)c(=O)[nH]c12
5: O=C(Nc1ccc(N2CCOCC2)cc1)c1ccncc1
6: CC(C)Oc1ccc(NC(=O)c2ccncc2)cc1
7: Cc1cccc(N2CCN(C3=NC(=O)C(=C4CCCCC4)S3)CC2)c1
8: O=C(c1cccs1)N1CCOCC1

entry no. | 1 | 2 | 3 | 4 | 5 | 6 | 7 | 8
mHtt clearance | -9.1 | 45.4 | 41.2 | 15.5 | 21.2 | 63.7 | -32.4 | -10.7
mHtt clearance grain fraction | 49.2 | 12 | 9.84 | 15.8 | 15.1 | 7.14 | 48.6 | 47

9: CCOC(=O)Cn1nc(-c2ccccc2)nc1-c1ccccc1
10: O=C(c1ccco1)N1CCN=C1SCc1cccnc1
11: CCc1noc2c1/C(=N\O)CC(c1ccccc1)C2 (stereo not given)
12: O=c1c2c(nc3nc(CCc4ccccc4)[nH]n13)CCC2
13: O=S(=O)(c1ccc(F)cc1)N1CCC(N2CCN(c3ccccc3)CC2)CC1
14: COc1cccc(-n2nnnc2SCC(=O)NCCc2ccccc2)c1
15: COc1ccc(-c2cn(-c3ccc(C)cc3)c(=O)n2CC(=O)Nc2cccc(F)c2)cc1
16: OCCN(Cc1ccccc1)CC1CCCCC1

entry no. | 9 | 10 | 11 | 12 | 13 | 14 | 15 | 16
mHtt clearance | 2.0 | -38.6 | -68.5 | 0.1 | 8.1 | 33.3 | 8.4 | -94.2
mHtt clearance grain fraction | 33.8 | 47 | 56 | 18.8 | 16.3 | 24.2 | 17.8 | 37.6

Reformatted with bars between the fields: entries from further up
cpd | Molecule | mHtt clearance | mHtt clearance grain fraction
11 | CCc1noc2c1/C(=N\O)CC(c1ccccc1)C2 (stereo not given) | -68.5 | 56
10 | O=C(c1ccco1)N1CCN=C1SCc1cccnc1 | -38.6 | 47
16 | OCCN(Cc1ccccc1)CC1CCCCC1 | -94.2 | 37.6

(cont.)
17: CCN(C(=O)CSc1nnc(-c2ccccc2Cl)n1C1CCCC1)C1CCS(=O)(=O)C1 (stereo not given)
18: CSc1nc2nc(-c3ccccc3)cc(C(F)(F)F)n2n1
19: COC(=O)CSc1nc2sc3c(c2c(=O)n1C1CCCCC1)CCN(C)C3
20: Cc1ccc(-c2nc(N)n(C(=O)c3cccnc3)n2)cc1
21: COc1ccc2c(c1)CCc1c(C(=O)Nc3c(C)n(C)n(-c4ccccc4)c3=O)noc1-2
22: C=CCn1c(SCC(=O)Nc2ccc(C(=O)OCC)cc2)nnc1-c1sc(N)nc1C
23: O=C(CSc1nc2ccccc2c(=O)n1-c1cccc(C(F)(F)F)c1)NC1CC1
24: c1ccc(OCCSc2nnc3sc4ccccc4n23)cc1

entry no. | 17 | 18 | 19 | 20 | 21 | 22 | 23 | 24
mHtt clearance | -38.6 | -77.5 | -8.6 | 27.7 | 0.3 | -5.5 | -6.8 | 21.8
mHtt clearance grain fraction | 28.9 | 31.9 | 25.7 | 15.4 | 40.4 | 20 | 19 | 14.2

25: CC(=O)c1cccc(N(CC(=O)O)S(C)(=O)=O)c1
26: O=C(NC1CCCC1)C(c1cccs1)N(C(=O)c1ccno1)c1ccccc1 (stereo not given)
27: Cc1cccc(-c2nsc(SCC(=O)Nc3nccs3)n2)c1
28: CSc1ccccc1C(=O)NC1CCCC1
29: O=C(C1CCCCC1)N(CCN1CCCC1)c1nc2ccccc2s1
30: O=C(c1cnn2c1NC(c1ccc(Br)cc1)CC2C(F)(F)F)N1CCN(C23CC4CC(CC(C4)C2)C3)CC1 (stereo not given)
31: O=C(O)c1cccc(NS(=O)(=O)c2cccc3cccnc23)c1
32: COc1ccc(-c2cc(C3CCN(c4ncccc4[N+](=O)[O-])CC3)[nH]n2)cc1

entry no. | 25 | 26 | 27 | 28 | 29 | 30 | 31 | 32
mHtt clearance | 1.9 | 51.0 | -10.0 | 10.7 | 17.6 | -50.4 | -40.7 | 17.8
mHtt clearance grain fraction | 17.5 | 9.46 | 41.9 | 33.7 | 28.1 | 28.5 | 63.5 | 15.3

33: Cc1ccc2ncccc2c1NS(=O)(=O)c1ccccc1
34: COc1ccc(C2CC(c3c(Cl)cccc3Cl)n3nc(N)nc3N2)cc1 (stereo not given)
35: Cc1cccc2sc(NC(=O)C3c4ccccc4Oc4ccccc43)nc12
36: CCCCOC(=O)CNc1n[nH]c(=S)[nH]c1=O
37: CCOC(=O)C1CCN(C(=O)C2(NC(=O)Nc3ccccc3Cl)CCCCC2)CC1
38: COc1cccc(C(=O)Nc2ccccc2N2CCCC2)c1
39: Cc1cc(N)ccc1S(C)(=O)=O
40: COc1ncnc2c1NC(=O)CS2

entry no. | 33 | 34 | 35 | 36 | 37 | 38 | 39 | 40
mHtt clearance | 58.6 | -5.3 | 2.9 | 34.4 | 10.2 | -20.7 | 23.4 | 11.3
mHtt clearance grain fraction | 15.8 | 37.6 | 29.9 | 12.2 | 16.7 | 22.9 | 12.7 | 27.6

41: COc1cc(C2C(C#N)=C(C)NC3=C2C(=O)CC(C)(C)C3)ccc1OCCO (stereo not given)
42: COc1ccc(N2CCN(C(=O)CSc3nnc(-c4cccnc4)n3-c3ccccc3)CC2)cc1
43: CCCC(=O)c1ccc(N2CCN(C(=O)c3ccccc3Br)CC2)c(F)c1
44: COCCn1nnnc1C(c1ccccc1OC)N1CCc2ccccc2C1 (stereo not given)
45: COC(=O)C1=C(C)NC(C)=C(C(=O)OC)C1c1ccc(NC(C)=O)cc1
46: CC1(C)CC(=O)c2sc(NC(=O)c3cccs3)nc2C1
47: Cc1cc(C)c(-n2c(O)c(C=NCCN3CCOCC3)c(=O)[nH]c2=O)c(C)c1
48: O=C(CN(c1ccc(F)cc1)S(=O)(=O)c1ccc2c(c1)OCCO2)NCC1CCCO1 (stereo not given)

entry no. | 41 | 42 | 43 | 44 | 45 | 46 | 47 | 48
mHtt clearance | -18.5 | ? | -10.6 | 14.8 | 37.2 | -67.5 | -3.9 | -25.9
mHtt clearance grain fraction | 47.8 | / | 24.2 | 15.2 | 12.1 | 29.4 | 38.2 | 24.2

49: O=c1oc2ccccc2c2c1ncn2CCN1CCOCC1
50: CN(C(=O)COC(=O)c1c[nH]c(=O)[nH]c1=O)C1CCCCC1
51: O=C(c1c(F)cccc1F)N1CCC(O)(c2cccnc2)CC1
52: COc1ccccc1N1CCN(C(=O)C(NS(=O)(=O)c2cccs2)c2ccccc2)CC1 (stereo not given)
53: O=C(O)CCCNC(=O)c1cncc(Br)c1
54: Cc1ccc(S(=O)(=O)N2CCCC2C(=O)Nc2nccs2)cc1 (stereo not given)
55: COc1ccc(C(=O)Nc2ccccc2-c2nnn(CC(=O)NCc3ccco3)n2)cc1
56: CCn1c(C(=O)Nc2ccsc2C(=O)OC)cc2sc(Cl)cc21

entry no. | 49 | 50 | 51 | 52 | 53 | 54 | 55 | 56
mHtt clearance | -24.2 | -17.5 | 8.2 | 23.0 | -62.4 | -1.6 | 24.7 | 34.9
mHtt clearance grain fraction | 25 | 49.4 | 26.9 | 28.3 | 66.2 | 20.6 | 33.1 | 29.4

57: CCN1C(=O)CC(N2CCN(C(c3ccccc3)c3ccccc3)CC2)C1=O (stereo not given)
58: CCCS(=O)(=O)c1c(S(=O)(=O)CCC)c2cnccn2c1C(=O)c1ccc(CC)cc1
59: Cc1ccc(-c2ccc(=O)n(CC(=O)N3CCN(c4cc(Cl)ccc4C)CC3)n2)cc1
60: CCOc1ccc(N2C(=O)CC(N3CCN(C(=O)CN4CCCC4)CC3)C2=O)cc1 (stereo not given)
61: COC(=O)c1ccc(NC(=O)c2ccccc2SC)cc1
62: CN1C(c2ccc(F)cc2)=CS/C1=C(\C#N)c1nnc2n1-c1ccccc1SC2
63: O=C(Nc1nc(-c2ccncc2)cs1)C1COc2ccccc2O1 (stereo not given)
64: Cc1c(Nc2cc(=O)oc3ccccc23)c(=O)n(-c2ccccc2)n1C

entry no. | 57 | 58 | 59 | 60 | 61 | 62 | 63 | 64
mHtt clearance | -13.0 | -10.9 | 24.9 | 11.8 | 20.8 | -11.4 | 48.1 | -20.1
mHtt clearance grain fraction | 18.8 | 19.4 | 30 | 29.3 | 29.8 | 41 | 16.1 | 44.9

65: CCn1c(CC(=O)Nc2ccc(C)cc2)nnc1SCC(=O)Nc1nc(C)cs1
66: Cc1cc2ncc(C(=O)Nc3ccccc3)c(C)n2n1
67: COCCn1c(Cc2ccccc2)nnc1SCC(=O)N(C)C
68: CC1CCC(C(C)C)C(OC(=O)C2=C3c4ccccc4S(=O)(=O)N3CC2)C1 (stereo not given)
69: COc1cccc(NC(=O)C2CCCN2C(=O)Nc2cccc(F)c2)c1 (stereo not given)
70: CCCCCCn1c(SCC(=O)c2ccccc2)nc2c1c(=O)[nH]c(=O)n2C
71: O=C(NCc1ccccc1)C(c1cccs1)N(C(=O)c1csnn1)C1CC1 (stereo not given)
72: CC(=O)N(CN1C(=O)C2CC=CCC2C1=O)c1cccc(Cl)c1 (stereo not given)

entry no. | 65 | 66 | 67 | 68 | 69 | 70 | 71 | 72
mHtt clearance | -35.9 | -19.1 | -4.0 | 5.6 | 44.1 | -14.1 | 12.4 | 27.2
mHtt clearance grain fraction | 54 | 23.1 | 35.5 | 18.1 | 9.96 | 36.8 | 30.7 | 15.1

73: c1ccc(CSc2nnc(-c3cccs3)o2)cc1
74: COc1ccc(-c2cc(C(=O)Nc3ccccc3SC)no2)cc1
75: O=C1CSc2ccccc2N1Cc1ccc(F)cc1
76: COc1ccc(-c2nnc(SCc3nnc(-c4ccccc4)o3)n2C)cc1OC
77: CCCN(CCC)C(=O)COc1cc(=O)n(CC)c2ccccc12
78: CS(=O)(=O)N(CC(=O)NCc1ccccn1)Cc1ccc(Cl)cc1
79: Cc1cccc(NC(=O)c2cc(N3CCOCC3)nc3ccccc23)c1
80: Cc1cc(Cl)ccc1OCC(=O)OC(C)C(=O)N(C)C (stereo not given)

entry no. | 73 | 74 | 75 | 76 | 77 | 78 | 79 | 80
mHtt clearance | -59.2 | 17.4 | -104.8 | 56.0 | -65.9 | 48.8 | -10.4 | 17.0
mHtt clearance grain fraction | 54.8 | 15.3 | 68.6 | 15 | 53.5 | 9.5 | 42.4 | 32.5

81: Cc1ccc(N2C(=O)c3ccc(C(=O)N4CCOCC4)cc3C2=O)cc1C
82: CC1CN(C(NC(=O)C(C)(C)C)C(Cl)(Cl)Cl)CC(C)O1 (stereo not given)
83: CCCN(CCC)c1nc(N)c(C#N)c(CC#N)c1C#N
84: COCCN1C(=O)C(=O)/C(=C(/O)c2ccc(OC(C)C)cc2)C1c1cccnc1 (stereo not given)
85: Cc1cc2cc(CN(Cc3ccc4c(c3)OCO4)C(=O)c3ccco3)c(=O)[nH]c2cc1C
86: COc1cc2c(cc1OC)-c1nnnn1C(C)(C)C2
87: Cc1nnc(SCc2cccc(Oc3ccccc3)c2)n1N
88: CN(C)S(=O)(=O)c1ccc(C(=O)Nc2cccnc2)cc1

entry no. | 81 | 82 | 83 | 84 | 85 | 86 | 87 | 88
mHtt clearance | 10.9 | -12.3 | 14.1 | 18.4 | -9.9 | ? | -20.5 | 12.8
mHtt clearance grain fraction | 17.9 | 32.9 | 15.3 | 15.1 | 33.8 | / | 23.4 | 33

89: CCOC(=O)Cc1c(C)nc2cc(-c3ccc(C(C)(C)C)cc3)[nH]n2c1=O
90: Cc1ccc(NC(=O)CSc2nnc(-c3ccncc3)n2C)cc1C
91: O=C(COc1ccc(S(=O)(=O)N2CCCC2)cc1Cl)N1CCN(c2ccccc2)CC1
92: Cc1cc(/N=C/C=C2\N(C)c3ccccc3C2(C)C)n(CCC#N)n1
93: CSc1nc(N)nc(SCC(=O)Nc2ccc(Cl)cc2)c1C#N
94: CCCSc1nnc(Cn2c(=O)sc3ccccc32)n1-c1ccccc1
95: COc1ccccc1NC(=O)CCC(=O)Nc1ccccc1OC
96: COc1ccc(C2CC(=O)c3cnc(N4CCN(Cc5ccccc5)CC4)nc3C2)cc1 (stereo not given)

entry no. | 89 | 90 | 91 | 92 | 93 | 94 | 95 | 96
mHtt clearance | 18.4 | 23.6 | 40.2 | 11.4 | 4.4 | 2.5 | 43.4 | 7.8
mHtt clearance grain fraction | 19.3 | 14.7 | 11.7 | 30 | 29.4 | 32.7 | 9.24 | 17

97: Cc1ccc(-c2nnc(N3CCCCC3)c3ccccc23)cc1S(=O)(=O)N1CCN(C)CC1
98: CCCCSc1nnc(-c2ccc(C)cc2)n1C
99: COc1cccc(C(=O)NC(C)C(c2cccs2)N2CCN(C)CC2)c1 (stereo not given)
100: C=CCn1c2ccccc2n2nc(C)c(=O)nc12
101: N#CC1=C(c2ccccc2)/C(=C/c2ccccc2)OC1=O
102: O=C(O)C1CCCN1S(=O)(=O)c1ccc(Cl)c(Cl)c1 (stereo not given)
103: COC(=O)c1ccccc1NC(=O)Nc1nnc(N2CCC(C)CC2)s1
104: O=C(O)c1cccc(-n2cccc2/C=N/O)c1
105: CC(C)CSc1nc2c(c(=O)[nH]c(=O)n2C)n1CCc1ccccc1
106: CCOc1cc(/C=N/n2cnnc2)ccc1OC(=O)c1cccc([N+](=O)[O-])c1

entry no. | 97 | 98 | 99 | 100 | 101 | 102 | 103 | 104 | 105 | 106
mHtt clearance | -24.1 | -2.6 | -12.9 | -57.1 | 16.4 | -14.7 | -102.9 | 28.0 | -17.3 | 5.7
mHtt clearance grain fraction | 25.7 | 44.5 | 35.7 | 31.4 | 31.6 | 50.4 | 83.1 | 24.4 | 41.1 | 28.7

Whole records, quoted from the list.
O=c1oc2ccccc2c2c1ncn2CCN1CCOCC1 as listed: mHtt clearance: -24.2; mHtt clearance grain fraction: 25
COc1ccc(-c2cc(C3CCN(c4ncccc4[N+](=O)[O-])CC3)[nH]n2)cc1 as listed: mHtt clearance: 17.8; mHtt clearance grain fraction: 15.3
